High-throughput results as filed in PubChem.
SMARCA2 activ – activators of SMARCA2 function. activation, % at 9.1 µM. hit rate 1% among 370,000. AID 652017. MG213 cells, MMTV-luciferase reporter, dexamethasone, overnight; in the data active = activation above about 7.8%;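 note: 0% = vehicle wells and 100% = reference activator wells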
proKLK7 act – activates the human kallikrein-7 zymogen | P49862 | purified proKLK7, EDANS-DABCYL substrate fluorescence; 100% is mature enzyme control, 0% vehicle | activation, % at 7 µM | hit rate 0.9% among 370,000 | AID 652039;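 active = activation above the mean of all tested compounds plus 3 SD, computed per campaign excluding outliers beyond control limits, cut at about 13% in these data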
Target sequence (P49862 whole entry, looked up): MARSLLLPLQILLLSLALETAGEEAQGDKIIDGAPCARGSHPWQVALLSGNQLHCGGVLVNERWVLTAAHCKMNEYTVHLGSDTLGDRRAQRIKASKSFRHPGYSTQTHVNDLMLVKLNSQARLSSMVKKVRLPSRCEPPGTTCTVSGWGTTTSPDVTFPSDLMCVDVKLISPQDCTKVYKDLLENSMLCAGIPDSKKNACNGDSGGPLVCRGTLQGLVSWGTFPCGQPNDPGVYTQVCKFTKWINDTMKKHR
NPR1 activator – GC-A (human) enzyme activation; P16066; HEK293 GC-A cells, cGMP TR-FRET, EC30 ANP; 0% at EC30 ANP, 100% saturating ANP; activation, % at 10 µM; hit rate 0.14% among 370,000; in the data active = activation above about 40%
DAX1 inh-1 – inhibitors of human orphan nuclear receptor DAX1 (NR0B1); HEK293 Gal4-DAX1 luciferase reporter, luminescence; inhibition, % at 6.75 µM; hit rate 0.99% among 340,000; AID 504766;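 active = inhibition above the mean over all tested compounds plus 3 SD, cut at about 4.2% in these data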;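 note: 0% = DAX1-transfected cells with DMSO and 100% = empty-vector control cells with DMSO; inhibition shows as a rise in luminescence from relieved DAX1 repression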
Target sequence (P51843 207-470 limits assumed): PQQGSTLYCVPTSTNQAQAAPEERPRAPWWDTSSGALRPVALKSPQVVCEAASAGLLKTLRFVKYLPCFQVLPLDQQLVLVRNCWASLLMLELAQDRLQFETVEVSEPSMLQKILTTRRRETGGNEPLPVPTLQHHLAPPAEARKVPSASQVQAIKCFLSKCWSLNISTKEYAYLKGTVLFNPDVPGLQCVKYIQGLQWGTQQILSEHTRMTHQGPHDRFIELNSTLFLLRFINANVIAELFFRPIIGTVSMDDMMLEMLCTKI
ssDAF-12 act – activates DAF-12 receptor from parasite S. stercoralis; AID 652126; hit rate 1% among 370,000; HEK293 ssDAF-12/GRIP1 lit1-tk-luc reporter, luminescence; % of 3 µM dafachronic acid response; activation, % at 6.8 µM;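 active = activation above the mean over all tested compounds plus 3 SD, cut at about 0.9% in these data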;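 note: 0% = DMSO-only wells and 100% = 3 µM delta7-dafachronic acid wells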
hgDAF-12 ag – agonists of H. glycines DAF-12 nuclear receptor; activation, % at 6.8 µM; HEK293 GAL4-hgDAF12 UAS-luciferase reporter, agonist luminescence; normalized to butyrate control; hit rate 1.8% among 370,000; AID 687014;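 active = activation above a cutoff set at the mean of all screened compounds plus 3 SD, cut at about 10% in these data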;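 note: 0% = DMSO wells and 100% = sodium butyrate wells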
GAA850 FXN act – increases GAA850 frataxin promoter reporter activity. HEK293 lucGAA850 FXN promoter luciferase reporter, 24 h; percent of 10 µM SAHA response. activation, % at 6 µM. hit rate 0.56% among 360,000;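 active = activation above the average of all compounds screened plus 3 SD, cutoff fixed separately per campaign, cut at about 7.5% in these data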;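 note: 0% = DMSO wells and 100% = 10 µM SAHA wells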
DAX1 inh-2 – DAX1 (NR0B1) inhibition, primary screen | HEK293T StAR-luciferase reporter, SF-1/DAX-1 repression relief | inhibition, % at 6.8 µM | hit rate 1.1% among 370,000 | AID 652010;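 active = inhibition above the mean over all tested compounds plus 3 SD, cut at about 3.6% in these data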;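 note: 0% = DAX-1 cells with DMSO and 100% = cells lacking DAX-1 with DMSO; higher inhibition means more luminescence from relief of DAX-1 repression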
hcDAF12 agonist – activates DAF-12 receptor from parasite H. contortus; HEK293 hcDAF-12 lit1-tk-luc reporter, luminescence; 0% DMSO, 100% Δ7-dafachronic acid; activation, % at 6.8 µM; hit rate 1.4% among 370,000;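 active = activation above the mean of all tested compounds plus 3 SD, cut at about 5.5% in these data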;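 note: 100% = response to 3 µM Δ7-dafachronic acid high control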
NPR2 activator – GC-B (human) receptor activation. P20594. HEK293-GC-B cells, CNP EC30, cGMP TR-FRET; 0% at EC30 CNP, 100% saturating CNP. activation, % at 10 µM. hit rate 0.11% among 370,000. AID 1920062;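 active = activation at 10 µM reaching about 35% in either raw or pattern-adjusted values, limit read from the data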
HGIII-sPLA2 inh – Inhibits HGIII-sPLA2 liposome hydrolysis, primary screen; QFRET BODIPY PC-A2 liposome hydrolysis, fluorescence; inhibition, % at 12.2 µM; hit rate 0.56% among 370,000; AID 743126;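 active = inhibition above mean plus 3 SD of compounds lying within the high and low control bounds, cut at about 19% in these data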;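 note: 0% = median of test compound wells and 100% = no enzyme DMSO wells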
Target sequence (Q9NZ20 whole entry, looked up): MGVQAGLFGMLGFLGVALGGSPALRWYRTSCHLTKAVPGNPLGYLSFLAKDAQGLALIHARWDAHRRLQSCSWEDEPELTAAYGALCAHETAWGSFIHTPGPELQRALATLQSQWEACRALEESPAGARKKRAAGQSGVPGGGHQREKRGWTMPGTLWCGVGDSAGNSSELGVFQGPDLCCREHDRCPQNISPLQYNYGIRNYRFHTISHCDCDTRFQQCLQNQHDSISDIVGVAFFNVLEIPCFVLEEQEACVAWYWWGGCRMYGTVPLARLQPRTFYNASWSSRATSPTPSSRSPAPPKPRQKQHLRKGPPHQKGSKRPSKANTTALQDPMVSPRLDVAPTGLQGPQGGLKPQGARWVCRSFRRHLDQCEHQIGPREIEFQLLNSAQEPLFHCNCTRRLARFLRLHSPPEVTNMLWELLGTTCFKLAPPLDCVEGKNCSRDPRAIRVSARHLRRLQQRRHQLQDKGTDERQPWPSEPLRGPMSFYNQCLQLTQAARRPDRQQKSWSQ
An asterisk follows results filed as active; · = no result given.

SMILES	DAX1 inh-1	SMARCA2 activ	NPR1 activator	hgDAF-12 ag	NPR2 activator	GAA850 FXN act	hcDAF12 agonist	HGIII-sPLA2 inh	DAX1 inh-2	proKLK7 act	ssDAF-12 act
C=CCOC(=O)C1=C(C)Nc2nnnn2C1c1cccs1 (stereo not given)	-0.2	-3	0	-0.3	3	-2.6	-2.1	4	-0.1	0.2	-1.3
O=C(NCc1ccco1)c1ccc2snnc2c1	-0.1	-3	3	0.3	1	0.5	-1.1	-7	-0.1	0.3	-1.4
c1ccc(COc2ccc(OCCCCN3CCCC3)cc2)cc1	0.6	19*	4	14*	1	7.6*	3.6	-6	1.7	0.2	-0.5
Cc1ccc(SCC(=O)OCC(=O)N2CCN(C(=O)c3ccco3)CC2)c(C)c1	0.3	-4	0	0.3	4	-1.2	-0.4	9	1.6	-0.3	-1.3
Cc1ccc(C(C)C)c(OCC(=O)NNCC(=O)Nc2cccc(F)c2)c1	1.1	5	-9	3.4	-4	1.2	-0.8	-11	0.6	-0.1	-1.0
COc1ccc(C(=O)/C(=C/N(C)C)S(=O)(=O)c2ccccc2)cc1	0.7	6	1	12*	-1	3.7	2.9	-13	2.2	-0.4	-0.5
COc1cc(C(=O)NC2CCCCN(C(C)C)C2=O)cc(OC)c1OC (stereo not given)	·	0	3	4.5	5	·	-2.2	1	0.1	0.1	-1.1
COC(=O)c1[nH]c2ccc(C)cc2c1NC(=O)Nc1ccc(OC)cc1	-0.6	4	-3	-2.1	2	-1.1	1.5	-43	-0.8	11	-1.2
O=C(c1cccc(Br)c1)N1CCN(c2ccc(N3CCOCC3)nn2)CC1	-0.6	1	0	1.6	1	-1.4	-1.3	3	0.2	8.8	-1.6
COC(=O)[C@]12C[C@H](CC(=O)NCc3ccccc3)C(=O)N(CCc3ccc(OC)c(OC)c3)C1=C[C@H](C(C)C)O[C@@H]2C1CC1	·	-2	0	-1.4	3	·	-2.6	-12	-0.4	0.1	-1.2
CC(=O)N1CCN(C(=O)c2ccc(NS(=O)(=O)c3ccc4[nH]c(=O)[nH]c4c3)cc2)CC1	-0.1	-2	3	-0.7	1	-1.1	-1.1	2	-0.8	-0.6	-1.0
Cc1ccc(S(=O)(=O)NCCC(=O)Nc2ccc(Cl)c(Cl)c2)cc1C	-1.7	-1	-8	1.7	0	3.1	-1.7	-19	-0.1	-0.2	-1.1
COc1ccccc1C(=O)NCCC(=O)Nc1ccc(OC(F)(F)F)cc1	-1.2	-5	-3	-0.7	-5	-2.6	0.3	5	0.3	-0.3	0.7
COc1cccc(CNC(=O)CNS(=O)(=O)c2ccc3nc(C)sc3c2)c1OC	·	-3	2	-1.1	-1	·	-1.1	-4	-0.3	0.1	-1.8
C[C@@H]1CN([C@H](C)CO)C(=O)CCCn2cc(nn2)CO[C@H]1CN(C)S(=O)(=O)c1ccccc1	0.9	3	5	0.6	4	0.8	-2.4	0	0.7	-0.2	-1.0
CCC(CC)C(C(=O)NCc1ccccc1)N1CCN(C(=O)C2CCCO2)CC1 (stereo not given)	·	0	-1	-0.1	-2	·	-0.4	8	0.8	0.5	-0.5
O=C(COc1ccc(F)cc1Br)NCCCN1CCCC1=O	0.2	-1	-1	0.3	-2	0.2	0.1	9	2.6	0.1	-1.4
O=C(O)c1ccc(C=NNC(=O)c2ccccc2NS(=O)(=O)c2cccs2)cc1	2.4	-2	1	-1.9	3	-1.5	-0.9	-1	3.7*	-0.8	-1.4
O=C(NC(=C(Cl)Cl)S(=O)(=O)c1ccc(Cl)cc1)c1ccccc1	-3.5	5	-5	-11	1	2.7	-2.3	-4	-1.1	-0.8	-1.9
CCOC(=O)c1ccc(NS(=O)(=O)c2ccc3c(c2)oc(=O)n3C)cc1	1.3	-3	1	-1.8	6	-0.1	-1.6	-4	0.2	-0.2	-0.3
CSC(C(=O)c1cc2ccccc2o1)c1ccccc1 (stereo not given)	1.1	3	8	2.8	-4	2.9	1.2	1	-0.2	-0.2	-0.6
COc1ccc(S(=O)(=O)N2CCN(C(=O)c3cc(C)oc3C)CC2)cc1OC	0.3	-2	1	-0.8	-4	-0.1	-0.1	11	1.0	0.0	-1.3
CN(CC(=O)NCc1ccncc1)S(=O)(=O)c1cc(Cl)ccc1Cl	0.0	-4	2	2.3	3	-0.6	-0.3	1	0.1	-0.2	-1.0
Cc1cc(C)cc(NC(=O)C2CCC(CNC(=O)[C@@H]3Cc4ccccc4CN3)CC2)c1 (stereo not given in full)	-0.2	-4	-3	1.1	-5	1.8	0.4	-1	3.3	-0.8	-1.6
Cc1c(NC(=O)C23CC4CC(CC(C)(C4)C2)C3)c(=O)n(-c2ccccc2)n1C	0.9	3	2	-0.7	7	0.2	-0.3	9	-0.8	-0.9	-2.0
CC(=O)NCC(=O)N1CCCC(C(=O)c2ccc3c4c(cccc24)CC3)C1 (stereo not given)	-1.2	-4	-1	-1.3	-8	1.4	-1.3	5	0.1	4.3	-1.6
COc1cc(NC(=O)CC(C)C)ccc1NC(=O)c1ccco1	4.4*	6	2	4.6	-1	3.0	0.4	8	2.3	0.8	-1.0
O=C(CSc1nnc2ccc(-c3cccnc3)nn12)Nc1ccc(F)cc1	-0.6	-1	-1	-1.4	-2	-3.2	-1.3	1	0.6	0.3	-1.3
Fc1ccc(OCc2cc(-c3ccccc3)no2)cc1	4.0	4	7	9.1	-9	6.9	0.8	-8	1.2	0.2	-1.0
Cc1noc(C)c1COc1cccc(C(=O)N2CCN(C/C=C/c3ccccc3)CC2)c1	-2.8	-2	4	-3.7	-1	-0.6	-2.6	-13	-0.4	0.7	-1.5
CSc1cccc(NC(N)=S)c1	-1.7	0	-2	1.8	-2	1.4	1.1	20*	-0.3	-0.2	-0.9
CN(C)S(=O)(=O)c1cccc(NC(=O)c2ccc(-n3cncn3)c([N+](=O)[O-])c2)c1	-0.4	0	2	-2.7	-1	-0.5	-1.8	-4	0.1	0.2	-0.9
Cc1nnc(SC(C)C(=O)Nc2sc3c(c2C#N)CCCC3)[nH]c1=O (stereo not given)	0.7	-2	3	-0.3	1	-0.5	-0.4	1	0.1	0.3	-0.4
N#Cc1cn(OCc2ccccc2)c(=O)[nH]c1=O	0.8	-4	-1	-0.8	-1	-0.6	1.0	-2	0.8	-0.5	-1.1
Cc1c(C(=O)N2CC3(CC(c4cccc(NC(=O)CC(c5ccccc5)c5ccccc5)c4)=NO3)C[C@@H]2C(N)=O)cc([N+](=O)[O-])cc1[N+](=O)[O-] (stereo not given in full)	0.0	1	1	-4.0	5	0.2	-2.1	-17	0.0	-0.9	-1.3
O=C(CN1CCN(Cc2cccc(F)c2)CC1)NCc1ccccc1	-0.6	2	3	0.9	3	2.3	1.7	2	-0.2	0.0	-1.2
O=C(Cn1cc(C(=O)c2cccs2)c2ccccc21)NCC1CCCO1 (stereo not given)	0.0	-1	-2	-0.7	5	0.5	-0.5	-2	-0.2	-0.1	-1.0
O=c1[nH]nc(N=Nc2c(O)[nH]c3ccc(F)cc23)c(=O)[nH]1	1.8	2	-2	0.3	-1	1.4	1.5	2	0.7	0.4	-0.8
Cc1noc(C)c1CN1C(=O)NC2(CCCCCCC2)C1=O	0.4	1	-1	1.1	-7	-0.9	-0.7	3	-0.2	-0.1	-0.4
CCNC(=O)CCSc1nc2cc(Cl)ccc2o1	2.5	3	-2	0.6	-11	-0.1	-1.2	-1	0.0	-0.1	-1.1
CN(C)C(CNC(=O)c1ccc(NS(=O)(=O)c2cccc([N+](=O)[O-])c2)cc1)c1ccco1 (stereo not given)	-0.4	0	-1	-1.7	0	1.2	2.7	-14	-1.0	-0.5	-0.9
O=C(NCCN1C(=O)S/C(=C\c2ccccc2F)C1=O)C1CCN(S(=O)(=O)c2cccs2)CC1	-0.9	-1	1	0.7	1	-1.5	-1.1	-4	-0.2	0.4	-1.0
CCOC(=O)C1CCN(C(=O)Cn2cc(C(=O)C3CC3)c3ccccc32)CC1	-0.6	-1	-2	-1.4	-11	0.8	-3.0	-1	0.7	0.1	0.2
C=CCn1c(NCc2ccccc2)nc2ccccc21	7.1*	0	-5	1.3	-2	1.6	1.8	-1	0.2	0.4	-1.3
COc1ccccc1C(C)Nc1ccc(S(=O)(=O)N2CCN(C)CC2)cc1[N+](=O)[O-] (stereo not given)	-1.2	0	1	0.3	2	-0.8	-1.2	-16	0.0	-0.1	-1.2
O=C(/C=C/c1ccc(Cl)cc1Cl)Nc1cccc(S(=O)(=O)NC2=NCCCCC2)c1	-2.2	-4	-3	-1.1	-2	1.8	-0.9	9	0.1	-0.8	-1.2
CN(C)CCOC(=O)C12CC3(C)CC(C)(CC(C)(C3)C1)C2	1.7	1	1	-0.1	-5	-0.5	-1.1	-4	0.5	-0.1	-1.1
O=C(NN1CCCCC1)c1ccc(COc2ccc(Cl)cc2)cc1	2.6	-1	29	1.9	1	1.1	0.3	-1	-0.3	0.0	-1.0
Cc1cccc(C(=O)NCC(=O)OCc2nc(N)nc(Nc3ccccc3C)n2)c1	-0.2	-2	-1	-1.1	2	1.4	-0.4	2	-0.8	0.2	-1.9
CC(C)CC1NC(=O)N(CC(=O)Nc2ccc3c(c2)OCCO3)C1=O (stereo not given)	0.7	-1	-1	4.7	-3	-0.8	-0.8	4	-0.2	0.0	-1.3

(continued)
SMILES	DAX1 inh-1	SMARCA2 activ	NPR1 activator	hgDAF-12 ag	NPR2 activator	GAA850 FXN act	hcDAF12 agonist	HGIII-sPLA2 inh	DAX1 inh-2	proKLK7 act	ssDAF-12 act
C[C@H](CO)N1C[C@H](C)[C@@H](CN(C)C(=O)Nc2ccc(C(F)(F)F)cc2)Oc2ccc(NC(=O)NC3CCCCC3)cc2C1=O	-0.6	-4	4	2.5	1	-1.5	-0.8	-11	1.7	0.6	-0.2
O=C(CSc1nccn1-c1ccc(Cl)cc1)NCc1ccc2c(c1)OCO2	-1.1	4	-10	-2.9	-14	0.8	-2.9	0	0.5	-0.1	-1.2
CCOC(=O)N1CCN(C(=O)CNC(=O)c2nn(-c3ccc(OC)c(Cl)c3)c(=O)c3ccccc23)CC1	0.7	0	-4	0.9	2	1.7	-1.1	-1	-0.5	2.0	-1.1
CC(C)Sc1nc2c(c(=O)[nH]c(=O)n2C)n1Cc1ccccc1	0.1	2	5	-1.9	7	2.2	-1.1	12	-0.4	-0.5	-1.0
Cc1c(NC(=O)COc2ccc(C(C)C)cc2)c(=O)n(-c2ccccc2)n1C	0.4	-1	1	0.7	2	-1.0	-1.2	2	-1.5	0.3	-1.5
CC1(c2ccccc2)NC(=O)N(CC(=O)Nc2ccc(N3CCOCC3)cc2)C1=O (stereo not given)	0.1	-1	-2	-2.2	-4	0.8	-1.0	10	-1.1	-0.2	-0.9
